NCOA2 inhibitor: inhibits human steroid receptor coactivator 2. 370,000 tested, 0.17% active. HEK293 GAL4-SRC2 luciferase reporter, luminescence. inhibition, % at 9 µM;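 active = inhibition above the mean inhibition of all tested compounds plus 3 SD, set per campaign, cut at about 52% in these data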;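 also: 0% = DMSO treated cells and 100% = cells given Gossypol at 36 µM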
NR2F2 inh: blocks human COUP-TFII nuclear receptor; HEK293T NGFI-A luciferase reporter, luminescence; inhibition, % at 8.6 µM; 370,000 tested, 0.7% active; P24468;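 active = inhibition above a per-plate cutoff, mean inhibition of test wells between control levels plus 3 SD, cut at about 38% in these data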;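 also: cells cotransfected with COUP-TFII expression vector driving the NGFI-A reporter; 0% = median of COUP-TF2 test wells and 100% = reporter-only cells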
Target sequence (P24468 whole entry, looked up): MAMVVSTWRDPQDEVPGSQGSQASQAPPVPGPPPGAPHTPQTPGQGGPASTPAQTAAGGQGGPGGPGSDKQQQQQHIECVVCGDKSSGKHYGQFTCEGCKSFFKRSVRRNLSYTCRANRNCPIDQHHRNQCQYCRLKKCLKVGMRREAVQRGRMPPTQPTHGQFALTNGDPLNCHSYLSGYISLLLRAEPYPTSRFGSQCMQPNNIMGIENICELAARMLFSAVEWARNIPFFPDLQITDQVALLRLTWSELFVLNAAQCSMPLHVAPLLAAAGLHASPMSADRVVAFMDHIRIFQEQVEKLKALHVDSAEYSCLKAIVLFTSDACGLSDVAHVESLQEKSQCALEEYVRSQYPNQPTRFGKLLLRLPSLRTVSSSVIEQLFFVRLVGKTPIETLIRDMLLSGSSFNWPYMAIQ
The depositor's hits bear a star. Not all compounds are listed, so the mix of outcomes need not match the whole.

Under each structure: NCOA2 inhibitor, NR2F2 inh
CCCCCCC(=O)N1C/C=C\C(c2ccc(OC)cc2)N(Cc2ccc(F)cc2)C(=O)[C@H]1Cc1ccccc1 (stereo not given in full)
  2, 14
Cn1c(SCC(=O)Nc2ccc(S(=O)(=O)Nc3nccs3)cc2)nc2sc3c(c2c1=O)CCCC3
  4, -2
C=CCN1C(C(=O)OC)CN(Cc2cn(Cc3ccc(Cl)cc3)nn2)CCS1(=O)=O (stereo not given)
  6, 5
COc1ccc2cc3c(N)c(C(=O)N4CCCC4)sc3nc2c1
  -27, -31
CC(C)(C)c1ccc(S(=O)(=O)N2CCN(C(=O)C(=O)c3cccc(C(F)(F)F)c3)CC2)cc1
  -12, 15
COC(=O)C1CN(Cc2cn(Cc3ccc(C)cc3)nn2)CCS(=O)(=O)N1Cc1ccc(F)cc1 (stereo not given)
  17, 9
C[C@H](O)[C@@H]1CN2CCc3c([nH]c4c(-c5ccccc5)cccc34)[C@@H]2C[C@@H]1N(C)C(=O)c1ccco1
  -12, 21
Cc1ccc(C(=O)C2CCN(CC(=O)N3CC(C)CC(C)C3)CC2)cc1 (stereo not given)
  11, 18
Cc1ccc2c(c1)C1CS(=O)(=O)N(CC(C)C)CN1C2 (stereo not given)
  6, -20
O=[N+]([O-])c1cccc(N=Cc2sc3ccccc3c2O)c1
  -30, 2
CCNC(=O)C[C@H]1CC[C@H]2[C@@H](COc3ccc(NC(=O)Nc4ccccc4)cc3C(=O)N2C)O1
  16, 3
c1ccc(-c2nnc3n2N=C(c2ccc4ccccc4c2)CS3)nc1
  7, 20
O=C(N=Nc1ccc(NOC(=O)c2ccccc2Br)cc1)c1ccccc1O
  -10, -13
C=CCN1C(=O)c2n[nH]c(COC)c2C1c1ccc2c(c1)OCO2 (stereo not given)
  -9, -5
COc1ccccc1/C=N\NC(=O)c1cccc(S(=O)(=O)N(C)C)c1
  -11, -18
CN(C)[C@H]1CCN(c2ccc3c(c2)OCCCN(C2CC2)S3(=O)=O)C1
  -27, -11
COC(=O)CN(Cc1cn(Cc2ccccc2)nn1)S(=O)(=O)c1ccccc1Br
  13, -6
COC(=O)[C@H](C(C)C)N1Cc2nnn(CC3CCCCC3)c2-c2cc(F)ccc2S1(=O)=O
  -2, 6
C=CCN1[C@H](C)COc2cc(N3CCCC3)ccc2S1(=O)=O
  4, 4
C=CCCC1CN(Cc2ccc(OC)cc2)S(=O)(=O)c2c(cccc2Sc2ccc(OC)c(OC)c2)O1 (stereo not given)
  8, 4
O=C(CNC(=O)/C=C/c1ccccc1)N=Nc1c(O)n(Cc2ccccc2)c2ccccc12
  8, 6
COc1ccc(-n2c(SCC(=O)Nc3ccccc3-c3ccccc3)nnc2-c2ccccc2)cc1
  15, 11
O=C(Nc1ccccc1)Nc1nc2ncccn2c1-c1ccc(F)cc1
  -23, -14
CCN(C(=O)C1CCCN1S(=O)(=O)c1cccnc1)c1ccccc1 (stereo not given)
  -33, 14
CN(CC(=O)N1CCCCCC1)S(=O)(=O)c1ccc(Br)s1
  -21, -4
CCn1cc(C(=O)N2CCN(Cc3ccc(C)cc3)CC2)c(=O)c2ccc(C)nc21
  10, 26
O=C1OCC2=Nc3cccc4cccc(c34)N12
  -10, 10
CC(=O)C1=C(C)N(Cc2ccc(Br)cc2)C(=S)NC1c1cccc(F)c1 (stereo not given)
  -26, 10
CCN(CC)c1ccc2nc3c4ccccc4c(=O)cc-3oc2c1
  -93, -2
O=S1(=O)C=CCN1Cc1cn(Cc2ccc(C(F)(F)F)cc2)nn1
  7, -5
Cc1ccc(OCc2nnc(NC(=O)Cc3cccs3)s2)cc1
  11, -3
COC(=O)[C@H](C(C)C)N(CCc1cn(CC2CCCCC2)nn1)S(=O)(=O)c1ccccc1Br
  12, 9
CC(COc1ccccc1C#N)CN1CCC(C(O)(c2ccccc2)c2ccccc2)CC1 (stereo not given)
  7, 1
CC(C)(C)OC(=O)N[C@H]1C=C[C@@H](CC(=O)OCC(F)(F)F)C1
  3, -6
CN(C)C(=O)NCCCC#Cc1ccccc1
  -6, -4
CCCN(CCC)C(=O)c1cc([N+](=O)[O-])cc2c1-c1ccc([N+](=O)[O-])cc1C2=C(C#N)C#N
  1, 4
COC(=O)C1C(=O)c2c([nH]c(C(=O)OCCOC(C)C)c2C)CC1C (stereo not given)
  -27, -7
Cn1c(SCC(=O)O)nnc1-c1ccc2ncccc2c1
  -40, -19
CCCC(=O)N1CCC[C@]2(CC[C@@H](CCC(C)=O)O2)C1
  -8, -14
S=C(NCC1CCCCC1)OC1CCC12CCC(c1ccccc1)CC2 (stereo not given)
  8, -10
CCn1c(=O)n(CC(=O)N2CCOCC2)c(=O)c2ccccc21
  2, 16
Nc1[nH]c(C(=O)c2ccccc2)c(-c2ccccc2Br)c1C(=O)c1cccs1
  -33, 1
COc1ccc(-c2c(Cc3ccccc3)nc(NC(=O)c3ccccc3)n2Cc2ccccc2)cc1
  6, -4
CCOC(=O)CC[C@H]1CC[C@]2(CCCN(C(=O)C(C)(C)C)C2)O1
  8, -10
COc1ccc(CN2C(=O)N3Cc4ccccc4C3CS2(=O)=O)cc1 (stereo not given)
  2, 1
COC(=O)c1cc2c(c3c4cc(OC)ccc4n(S(=O)(=O)c4ccc(OC)cc4)c13)C(=O)N(Cc1ccc(N(C)C)cc1)C2
  -4, -13
CN[C@H]1C[C@H]2c3[nH]c4cccc(-c5cccc(F)c5)c4c3CCN2C(=O)[C@H]1[C@H](C)O
  22, -6
CCCCCCCCN1CN2Cc3cc(F)ccc3C2CS1(=O)=O (stereo not given)
  12, -2
O=C(NC(NC1CCS(=O)(=O)C1)C(=O)c1cccs1)c1ccccc1 (stereo not given)
  -23, -3
Cc1nc2c(C(=O)NCc3cccs3)cnn2c(C)c1Cc1ccc(F)cc1
  -11, -9
COc1ccccc1C(=O)NC1CCCCN(Cc2cccc(C(F)(F)F)c2)C1=O (stereo not given)
  2, 27
Cc1ccc(-n2c(SCC(=O)Nc3cccc4ccccc34)nnc2-c2ccco2)cc1
  -19, 7
COC(=O)[C@]12C[C@H](CC(=O)NCCCCc3ccccc3)C(=O)N(Cc3cccc4ccccc34)C1=C[C@H](C1CCCC1)O[C@@H]2C
  26, 6
Cc1cc2c(c(=O)o1)[C@@]1(C(=O)N(c3ccccc3)c3ccccc31)C1=C(CCCC1=O)O2
  -17, 14
COC(=O)c1cccc(N2C(=O)C[C@](Sc3ccc(OC)cc3)(C(=O)N3CCOCC3)[C@H]2c2ccc(OC)cc2)c1
  -9, 9
COc1cc(NC(=O)c2cccnc2)ccc1-c1cc2ccccc2oc1=O
  -8, 10
COc1ccc(C2=NOC(C(=O)NCc3cccs3)C2)cc1OC (stereo not given)
  -12, 0
O=C1NC(Cc2ccc(O)cc2)c2nc3cc(F)ccc3c(=O)n2-c2cc(Cl)ccc21 (stereo not given)
  1, -5
C#CCN1C(=O)[C@]2(NCCc3c2[nH]c2ccc(OC)cc32)c2cc(F)ccc21
  -21, -9
Nc1ncnc2c1ncn2[C@@H]1O[C@H](C(=O)N[C@@H](CCc2ccccc2)C(=O)N2CCCN(Cc3cccs3)CC2)[C@@H](O)[C@H]1O
  4, -24

The closing six records of the part above lead into the next:
SMILES	NCOA2 inhibitor	NR2F2 inh
COC(=O)c1cccc(N2C(=O)C[C@](Sc3ccc(OC)cc3)(C(=O)N3CCOCC3)[C@H]2c2ccc(OC)cc2)c1	-9	9
COc1cc(NC(=O)c2cccnc2)ccc1-c1cc2ccccc2oc1=O	-8	10
COc1ccc(C2=NOC(C(=O)NCc3cccs3)C2)cc1OC (stereo not given)	-12	0
O=C1NC(Cc2ccc(O)cc2)c2nc3cc(F)ccc3c(=O)n2-c2cc(Cl)ccc21 (stereo not given)	1	-5
C#CCN1C(=O)[C@]2(NCCc3c2[nH]c2ccc(OC)cc32)c2cc(F)ccc21	-21	-9
Nc1ncnc2c1ncn2[C@@H]1O[C@H](C(=O)N[C@@H](CCc2ccccc2)C(=O)N2CCCN(Cc3cccs3)CC2)[C@@H](O)[C@H]1O	4	-24
O=S(=O)(c1ccc(C(F)(F)F)cc1)N1CCCc2nc(-c3ccccc3)ccc21	-43	4
CCCCCCCCN1C(=O)[C@@H](CC(=O)N2CCN(C(=O)c3ccco3)CC2)C[C@@]2(C(=O)OC)C1=C[C@H](C(C)(C)C)O[C@@H]2C	8	7
O=C(CCC(=O)N1CCN(c2ccc(F)cc2)CC1)c1ccc(F)cc1	24	16
C(#CC1=CCCCC1)CNCC1CC1	-26	-20
CCOC(=O)CNC(=O)CSc1nnc(-c2cccs2)o1	-1	-3
Cc1nc2ccc(S(=O)(=O)NCC(=O)N(C)Cc3ccccc3Cl)cc2s1	1	6
Cc1ccc(-n2c(SCC(=O)c3ccc4c(c3)OCO4)nc3ccccc3c2=O)cc1	10	4
COc1cccc(CNC(=O)C2CCN(c3nc(OC)nc(OC)n3)CC2)c1	16	0
Cc1cccc(C(=O)Nc2nc3ncccn3c2-c2ccc(F)cc2)c1	-7	-21
COc1ccc(-c2cc(-c3nnc(SCC(=O)Nc4cccc5ccccc45)n3N)[nH]n2)cc1	-44	-12
COc1ccc(CCN2CC(=O)N3CCc4ccc(N5CCOCC5)cc4C3CC2=O)cc1OC (stereo not given)	22	10
COc1cccc(CNC(=O)[C@H]2CCCN2C(=O)[C@H]2CCCN2C(=O)c2ccccc2)c1	7	14
Cc1ccc(CN2CCCCC(NC(=O)c3ccc(N(C)C)cc3)C2=O)cc1 (stereo not given)	-45	-17
COC(=O)c1cc2c(c3c4cc(F)ccc4n(S(=O)(=O)c4ccccc4)c13)C(=O)N(Cc1ccc(N(C)C)cc1)C2	0	-1
COc1ccccc1-c1cccc2[nH]c3c(c12)CCN1C(=O)[C@H]2[C@H](C)ON(C)[C@H]2C[C@@H]31	-2	-28
C[C@H](CO)N1C[C@H](C)[C@@H](CN(C)C(=O)c2ccc(N3CCN(C)CC3)cc2)OCc2cn(nn2)CCCC1=O	-7	3
Cc1ccccc1NC(=O)COC(=O)c1ccc(Sc2ncn[nH]2)c([N+](=O)[O-])c1	-16	13
CCc1c(-c2ccccc2)ncn1CCc1ccccc1OC	-11	5
Nc1[nH]c(C(=O)c2ccccc2)c(-c2ccc(F)cc2)c1C(=O)c1c[nH]c2ccccc12	-2	11
CCn1c(SCC(=O)Nc2ccc(C(=O)OC)cc2)nnc1-c1cccc(Cl)c1	-13	10

One compound at a time (already shown):
CCc1c(-c2ccccc2)ncn1CCc1ccccc1OC across the screens: NCOA2 inhibitor: -11; NR2F2 inh: 5
COc1ccccc1-c1cccc2[nH]c3c(c12)CCN1C(=O)[C@H]2[C@H](C)ON(C)[C@H]2C[C@@H]31 across the screens: NCOA2 inhibitor: -2; NR2F2 inh: -28

New compounds follow
SMILES	NCOA2 inhibitor	NR2F2 inh
CC(C)NC(=O)N[C@H]1C[C@@H]2O[C@@H](CO)CC[C@@H]2O[C@@H]1CCc1ccc(-c2ccc(F)cc2)cc1	-7	-14
C[C@@H]1CCN(C2CC2)S(=O)(=O)c2c(cccc2N2CCC[C@H]2C)O1	14	1
COc1cc(OC)cc(-c2cc3nc4c(c(N5CCN(c6cnccn6)CC5)n3n2)CCCC4)c1	-12	-20
Cc1cc(N=O)no1	-11	-2
NC(=O)c1ncn([C@@H]2O[C@H](C(=O)N3CCCN(Cc4ccccc4F)CC3)[C@@H](O)[C@H]2O)n1	1	-20
CC(=O)CC[C@@H]1CC[C@]2(CCCN(S(=O)(=O)C3CCCCC3)C2)O1	-10	11
Cn1c(=O)c(=O)n(C)c2cc(S(=O)(=O)N3CCN(CCO)CC3)ccc21	-5	4
CC1(C)CC(=O)C=C(c2ccccc2-c2ccc3c(c2)OCO3)C1=O	3	-7
Cc1[nH]nc2c1C(c1ccc3c(c1)OCO3)N(Cc1ccccc1)C2=O (stereo not given)	-17	-20
Cc1c(NC(=O)C(C)OC(=O)c2cccc(S(=O)(=O)N3CCOCC3)c2)c(=O)n(-c2ccccc2)n1C (stereo not given)	-2	4
COc1cccc(C(=O)N[C@H](C(=O)N2CCC[C@H]2C(=O)NCCc2ccccc2Cl)C(C)C)c1	-12	10
O=C(/C=C/c1ccc(N2CCC(c3ccccc3)=N2)cc1)c1ccccc1	-26	-3
COc1ccccc1-c1c(NC(=O)c2ccco2)n(C)c2ccccc2c1=O	-2	15
O=C(Cn1nnc(-c2ccncc2)n1)Nc1ccc(Cl)cc1	-37	-5
COc1cccc(CNC(=O)[C@H]2CCCN2C(=O)[C@H]2CCCN2C(=O)c2ccc(F)cc2F)c1	7	-7
CCCCNc1cccc2c1S(=O)(=O)N[C@H](CC(C)C)CO2	-2	6
CCOC(=O)C1CSCCS(=O)(=O)N1Cc1cccc(F)c1 (stereo not given)	6	6
O=c1c2cc(-c3ccccc3)sc2nc2n1CCC2	-43	-60
CCCC#C/C(CCC)=C1\c2ccccc2C(=O)N1c1ccccc1	11	3
O=C(CNS(=O)(=O)c1ccc(Cl)s1)N1CCN(c2ccccn2)CC1	8	21
Cc1ccc(NC(=O)OCCCN2C(=O)CCC23CCC(C)CC3)cc1C (stereo not given)	-30	-18
COC(=O)c1ccc(Cn2ccc3ccc(-c4ccc5ccn(C(=O)C6CCCCC6)c5c4)cc32)cc1	11	-33
CN(CC#Cc1ccccc1)C(N)=NC(=O)/C=C/c1cccc(C(F)(F)F)c1	-7	-10
O=C(NCc1cccs1)C1C2C=CC3(CN(Cc4ccccc4)C(=O)C13)O2 (stereo not given)	10	-9
Cc1cccc(Cl)c1NC(=O)NCCCN1CCOCC1	-9	-15
N#Cc1cc(F)cc(OCCCN2CCC(C(O)(c3ccccc3)c3ccccc3)CC2)c1	-8	-12
CCOc1ccccc1NC(=O)CC1SC(=N)N(c2ccccc2)C1=O (stereo not given)	9	8
O=C(OCc1cn(Cc2ccccc2)nn1)N1CCOCC1	-5	6

Assay outcomes deposited in PubChem by The Scripps Research Institute Molecular Screening Center.
